ATXN2 expr inh = ATXN2 expression inhibition; AID 1745845; HEK-293 ATXN2-luciferase reporter, luminescence, 24 h; Potency, µM (highest dose often 57 µM), without a hit: at the highest dose activity change, negative = inhibition, usual class: inhibitors; actives 0.72% (n = 360,000); note: % is set by controls: 0 for no effect and ±100 for the full control effect; nearly all actives have a fitted effect of over 55% in size
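ATXN2-luciferase reporter cells (luciferase flanked by upstream and downstream ATXN2 gene portions) were treated 24 h at 37 °C with compounds at up to 57 uM. SteadyGlo luminescence gave expression; GF-AFC fluorescence gave viability.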
Nrf2 ARE act = activates Nrf2 signaling. Potency, µM (series often up to 46.1 µM), for inactives: at the top dose activation, hits mostly activators. AREc32 ARE-luciferase reporter (MCF7-derived line), luminescence, 24 h. AID 624171. actives 0.31% (n = 410,000); note: % of control where 0% means no effect; nearly all actives have a fitted effect of over 65% in size
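AREc32_Fluc, 1000 cells/well, OPTI-MEM + 5% FBS, o/n 37 deg C 5% CO2; 23 nL cpd by pin tool, 24 hr; Steady-Glo 30 min RT, luminescence.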
Nrf2 inh = inhibitors of Nrf2 signaling; Potency, µM (series often up to 46 µM), for the others: at the highest dose activity change, negative = inhibition, hits mostly inhibitors; actives 2.1% (n = 360,000); AID 504444; A549 ARE-Fluc reporter, luciferase luminescence, 18-24 h; note: % is set by controls: 0 for no effect and ±100 for the full control effect; nearly all actives have a fitted effect of over 60% in size
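A549 ARE_Fluc cells, 5000/well, 5% FBS OPTI-MEM; compounds in dose-response, 18-24 h at 37 °C/5% CO2; CellTiter-Fluor viability read (Ex 405/Em 525), then BugLite luciferase luminescence = Nrf2 activity.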
A549 viability = counter-screen for Nrf2 inhibitors: cytotoxicity in A549 cells; actives 0.16% (n = 390,000); AID 504648; Potency, µM (doses to about 46 µM), inactives show at the top dose activity change, negative = cytotoxicity, hits mostly inhibitors; A549 ARE-Fluc cells, CellTiter-Fluor viability, 18-24 h; note: % is set by controls: 0 for no effect and ±100 for the full control effect
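A549 ARE_Fluc cells in 5% FBS OPTI-MEM were exposed to compounds in concentration-response for 18-24 h at 37 deg C. Viability was read by CellTiter-Fluor fluorescence (Ex 405/Em 525) after 30 min, before the luciferase read.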
EPAC2 antag = EPAC2 (human) antagonism. Q8WZA2. EPAC2 GEF exchange of Rap1B-BODIPY-GDP, fluorescence. Potency, µM (highest dose often 114 µM), for inactives: top-dose activity, negative = inhibition, usual class: inhibitors. actives 0.18% (n = 360,000). AID 720708; note: % is set by controls: 0 for no effect and ±100 for the full control effect; nearly all actives have a fitted effect of over 45% in size; many of its hits are not listed in these tables
Target sequence (Q8WZA2 whole entry, looked up): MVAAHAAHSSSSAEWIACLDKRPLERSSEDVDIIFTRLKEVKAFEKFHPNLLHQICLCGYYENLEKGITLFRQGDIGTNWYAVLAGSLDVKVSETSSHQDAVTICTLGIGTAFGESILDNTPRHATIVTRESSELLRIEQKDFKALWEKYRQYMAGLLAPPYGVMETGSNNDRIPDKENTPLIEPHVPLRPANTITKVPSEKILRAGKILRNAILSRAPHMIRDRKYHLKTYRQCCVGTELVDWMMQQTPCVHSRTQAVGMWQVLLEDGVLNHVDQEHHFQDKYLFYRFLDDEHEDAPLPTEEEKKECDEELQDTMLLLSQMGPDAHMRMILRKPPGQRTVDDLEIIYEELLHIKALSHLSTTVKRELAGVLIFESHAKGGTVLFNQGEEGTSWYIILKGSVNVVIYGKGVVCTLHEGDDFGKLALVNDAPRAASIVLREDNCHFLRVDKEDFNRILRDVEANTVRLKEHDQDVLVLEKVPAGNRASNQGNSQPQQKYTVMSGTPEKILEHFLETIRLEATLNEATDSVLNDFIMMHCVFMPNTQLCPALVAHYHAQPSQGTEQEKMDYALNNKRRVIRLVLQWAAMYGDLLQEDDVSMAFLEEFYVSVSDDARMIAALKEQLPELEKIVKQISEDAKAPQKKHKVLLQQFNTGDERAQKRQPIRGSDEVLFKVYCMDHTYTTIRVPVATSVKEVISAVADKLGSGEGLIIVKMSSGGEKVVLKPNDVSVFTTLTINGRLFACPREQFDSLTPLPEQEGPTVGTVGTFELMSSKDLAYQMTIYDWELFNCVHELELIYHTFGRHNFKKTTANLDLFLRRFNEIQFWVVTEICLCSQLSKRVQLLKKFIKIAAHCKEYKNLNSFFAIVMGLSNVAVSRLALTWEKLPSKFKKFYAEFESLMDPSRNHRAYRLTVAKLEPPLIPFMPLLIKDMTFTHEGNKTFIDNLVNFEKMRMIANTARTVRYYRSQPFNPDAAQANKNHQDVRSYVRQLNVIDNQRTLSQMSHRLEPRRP
S2 tox = cell viability loss in ATXN counter-screen; actives 0.49% (n = 400,000); AID 651635; S2 cells (HEK-293 line with an ATXN2-luciferase reporter) viability, CellTiter-Fluor protease fluorescence, 24 h; Potency, µM (top dose mostly 56.7 µM), usual class: cytotoxic; note: nearly all actives have a fitted effect of over 40% in size
HepG2 viability = kills HepG2 cells in TGF-b inhibitor counter-screen; HepG2 CAGA-GFP viability, ATP luminescence, 18 h; Potency, µM (highest dose often 46.1 µM), for inactives: at the highest dose activity change, negative = cytotoxicity, usual class: cytotoxic; actives 0.76% (n = 410,000); note: some results filed as inactive show a strong effect at the top dose
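CellTiter-Glo luminescence gave cytotoxicity after 18 hours at 37 degrees C. The cells were HepG2 CAGA-GFP in 1% FBS DMEM, stimulated with 500 pg/mL TGF-beta after compound addition. %Activity was normalised to no-cell wells (complete cell-killing) and DMSO (no toxicity), and curves were fitted and classified.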
TGFb inhibitor = inhibitors of TGF-b signaling; HepG2 CAGA-GFP TGF-b/SMAD3 reporter, GFP fluorescence, 18 h; TGF-beta stimulated, 500 pg/mL final; Potency, µM (titrated, usually from 46.1 µM), without a hit: at the top dose activity, negative = inhibition, actives largely listed as inhibitors; actives 1.2% (n = 410,000); AID 588855; note: % is set by controls: 0 for no effect and ±100 for the full control effect; nearly all actives have a fitted effect of over 65% in size
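Per well, imaged GFP fluorescence of HEPG2 CAGA-GFP cells gives the signal; cells get compound, then TGF-beta (500 pg/mL final), 18 h at 37 degrees C; %Activity versus -TGF-beta and +DMSO controls.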
MCF10A rerep = inducers of DNA re-replication in MCF 10A breast cells; MCF 10A DNA re-replication, Hoechst nuclear intensity, 48 h; Potency, µM (top dose mostly 46.1 µM), inactives show top-dose activity, positive = re-replication, usual class: activators; actives 2.9% (n = 350,000); note: % of control where 0% means no effect; nearly all actives have a fitted effect of over 50% in size
The depositor's hits bear a star; i = inactive; u = inconclusive; x = no result given; [ ] = another dose, or the depositor's remark. Calls come from the whole dose curve; as a rule, active = well fitted curve in the direction sought with a large enough effect; inconclusive = small, poorly fitted or top-dose-only effect, or another doubt; inactive = no such curve, though single readings can be large; an effect the other way counts as inactive or inconclusive. Potency is the fitted concentration of half-maximal effect.

item	canonical_smiles	ATXN2 expr inh	Nrf2 ARE act	Nrf2 inh	A549 viability	EPAC2 antag	S2 tox	HepG2 viability	TGFb inhibitor	MCF10A rerep
1	COc1cccc(NC(=O)N2CCN(C(=O)c3nsc4ccccc34)CC2)c1	x	4.3%	-8%	0%	x	x	-3%	x	x
2	O=C1Oc2ccccc2C(=O)/C1=C/c1ccccc1O	u	u	u	0%	-8%	u	-35%	u	u
3	CC1(C2CC2)NC(=O)N(CC(=O)N2CCN(c3ccccc3)CC2)C1=O (configuration not stated)	4%	-0.2%	7%	22%	3%	i	-20%	-1%	9%
4	COC(=O)CCC(NC(=O)c1cc(C)oc1C)C(=O)OC (configuration not stated)	-2%	-0.1%	-14%	-12%	12%	i	0%	5%	-4%
5	COc1ccc(N2CCN(C(=O)c3ccc(COc4ccc([N+](=O)[O-])cc4)o3)CC2)cc1	u	0.3%	23µM*	-18%	4%	u	22%	-9%	u
6	COc1cc(/C=C/c2cc[n+](C)cc2)ccc1OCC(=O)Nc1ccccc1	16%	-0.2%	10%	3%	8%	i	16%	-4%	7%
7	CN(Cc1cnn(C)c1)C(=O)C1CCCCC1C(=O)O (configuration not stated)	-2%	-0.3%	-2%	0%	-1%	i	4%	0%	10%
8	Cc1ccc(C(=O)c2oc3ccccc3c2N)cc1	134%[activator]	7.6%	4%	-18%	-7%	i	-2%	24%	10µM*
9	CN(CC(=O)Nc1ccccc1C(F)(F)F)C(=O)CSCc1ccc(Cl)c(Cl)c1	-14%	2.6%	u	-3%	-15%	i	-17%	-18%	21%
10	CCCC(=O)Nc1cc(C(=O)O)ccc1Sc1ccccc1	-17%	0.3%	-24%	-6%	-1%	i	-1%	3%	2%
11	Cc1sc2ncnc(SCC(=O)NC(=O)NCc3ccco3)c2c1C	-13%	4.7%	-23%	6%	-3%	i	0%	-23%	3%
12	COc1ccc(-n2ccnc2SCC(=O)NO)cc1	-16%	3.1%	9%	-4%	9%	i	-6%	0%	4%
13	CCOC(=O)N1CCC(N(CCN(C)C)C(=S)Nc2cccc(Cl)c2)CC1	-29%	-0.1%	u	-5%	-1%	i	7%	-8%	1%
14	COc1ccc(CNC(=O)CCc2nc3cccnc3n2Cc2ccc(OC)cc2)cc1	x	0.5%	-4%	-12%	x	x	-4%	-17%	x
15	CCOc1cc(/C=C2/NC(=O)N(CC(=O)Nc3cccc(C)c3)C2=O)ccc1OC	u	0.1%	-3%	-7%	2%	i	-3%	16%	5%
16	O=C(NC12CC3CC(CC(C3)C1)C2)c1cccc([N+](=O)[O-])c1	u	1.8%	7%	-13%	-3%	u	-36%	7%	u
17	CCOc1ccc(/C=C2\C(=O)c3ccccc3OC2c2ccccc2)cc1 (configuration not stated)	-27%	0.2%	-1%	-4%	-5%	i	-18%	-10%	5.2µM*
18	C=CCOc1c(Cl)cc(CNCCC)cc1Cl	9%	0.5%	14%	27%	-10%	i	-34%	6%	14%
19	CSc1ncccc1C(=O)NNC(=O)c1ccc(NS(=O)(=O)c2cccs2)cc1	-4%	-0.4%	25%	-2%	-3%	i	2%	6%	5%
20	O=C(Nc1ccc(N2CCCCC2)c(Cl)c1)c1ccc2c(c1)OCCO2	5%	0.8%	5%	-3%	-3%	u	-17%	-8%	u
21	O=C(NCc1ccccc1)c1cc[n+](Cc2ccccc2)cc1	2%	0.2%	13%	1%	4%	i	4%	0%	1%
22	COc1ccc(C(=O)O/N=C(\N)c2ccccc2Cl)cc1OC	20%	13%	u	u	2%	i	0%	1%	15%
23	CC(C)c1ccc(NC(=O)CSc2nc3ccsc3c(=O)n2CCC(=O)O)cc1	0%	0.3%	12%	-3%	-16%	i	3%	4%	-6%
24	C=C(C)Cn1c(-c2ccncc2)n[nH]c1=S	-5%	0.0%	6%	11%	9%	i	1%	36%[activator]	u
25	CS(=O)(=O)NCc1ccc(C(=O)NCCOc2ccccc2)cc1	8%	0.1%	u	6%	11%	i	3%	-1%	1%
26	CC1CC(C)(C)NC(=S)N1CC(=O)N1CCN(Cc2ccc3c(c2)OCO3)CC1 (configuration not stated)	-15%	0.3%	1%	6%	0%	i	-3%	-1%	4%
27	COc1ccc(-c2c(C)nn3c(N4CCOCC4)cc(C)nc23)cc1OC	16%	3.0%	u	-3%	-14%	x	-1%	0%	14%
28	COC(=O)C1=NN(c2ccc(C)cc2)C2(S1)SC(C(C)=O)=C(C)N2c1ccccc1 (configuration not stated)	-6%	-0.5%	1%	3%	3.2µM*	i	-4%	0%	1%
29	CC1Cc2ccccc2N1C(=O)CSc1ccccn1 (configuration not stated)	x	7.9%	x	x	-5%	i	0%	-2%	x
30	Nc1c(C(=O)O)cnn1-c1ccc([N+](=O)[O-])cc1	10%	5.8%	2%	-1%	-1%	i	-7%	-12%	-16%

In the list so far, 4 have two or more sulfur atoms:
item	canonical_smiles	ATXN2 expr inh	Nrf2 ARE act	Nrf2 inh	A549 viability	EPAC2 antag	S2 tox	HepG2 viability	TGFb inhibitor	MCF10A rerep
11	Cc1sc2ncnc(SCC(=O)NC(=O)NCc3ccco3)c2c1C	-13%	4.7%	-23%	6%	-3%	i	0%	-23%	3%
19	CSc1ncccc1C(=O)NNC(=O)c1ccc(NS(=O)(=O)c2cccs2)cc1	-4%	-0.4%	25%	-2%	-3%	i	2%	6%	5%
23	CC(C)c1ccc(NC(=O)CSc2nc3ccsc3c(=O)n2CCC(=O)O)cc1	0%	0.3%	12%	-3%	-16%	i	3%	4%	-6%
28	COC(=O)C1=NN(c2ccc(C)cc2)C2(S1)SC(C(C)=O)=C(C)N2c1ccccc1 (configuration not stated)	-6%	-0.5%	1%	3%	3.2µM*	i	-4%	0%	1%

Next part
item	canonical_smiles	ATXN2 expr inh	Nrf2 ARE act	Nrf2 inh	A549 viability	EPAC2 antag	S2 tox	HepG2 viability	TGFb inhibitor	MCF10A rerep
31	O=c1[nH]cnc2c1nnn2Cc1ccccc1	9%	-0.3%	-9%	12%	11%	i	31%	16%	-3%
32	O=C(O)CC(=O)Nc1ccccc1	-10%	-0.3%	2%	-1%	2%	i	3%	2%	u
33	O=C(O)CCC(=O)NCc1cn(-c2ccccc2)nc1-c1cccc(Br)c1	-15%	-0.2%	-27%	-7%	-3%	i	6%	-1%	6%
34	COc1ccc(CCNC(=O)C(C(=O)c2ccc(F)cc2)n2ccccc2=O)cc1OC (configuration not stated)	0%	0.2%	-1%	-13%	0%	u	-1%	0%	-1%
35	CCOC(=O)c1cc(-c2ccncc2)nc2c1c(C)nn2-c1ccccn1	-2%	0.5%	-23%	-6%	-1%	u	-26%	-12%	u
36	O=S(=O)(c1cccc(Cl)c1)n1c(/C=C/c2ccccc2Cl)nc2ccccc21	x	-3.0%	x	-2%	x	x	10µM*	u	x
37	CCC(C(=O)NC(C)(C)C)N(Cc1ccc(OC)cc1)C(=O)c1snc(C(N)=O)c1N (configuration not stated)	x	-0.4%	x	x	12%	i	-26%	10%	x
38	Cc1cc(NC(=O)COC(=O)CCC(=O)c2ccc(F)cc2)no1	-13%	0.3%	x	2%	8%	i	-1%	-5%	0%
39	COc1cccc(/C=N\NS(=O)(=O)c2ccccc2)c1OC	-8%	-0.1%	3%	-3%	3%	i	-1%	-9%	u
40	Cc1nn(CCCC(=O)NCc2ccccc2)c(=O)c2cc3sccc3n12	x	-0.2%	u	2%	x	x	-3%	u	x
41	C/C(CC1CC2=C(CC1(C)C)C(C)(C)CCC2)=N\NC(N)=S (configuration not stated)	u	7.6%	u	u	10%	x	11µM*	7.9µM*	-3%
42	Cc1ccc(S(=O)(=O)N2CCOCC2)cc1NC(=O)COC(=O)c1ccco1	x	-0.4%	x	x	-11%	i	3%	-1%	x
43	O=C(NCc1ccccn1)[C@@H]1CCCN1C(=O)[C@@H]1CCCN1C(=O)c1cccs1	-19%	-0.1%	x	x	8%	i	x	x	x
44	COc1ccc(NC(=O)C2=CC(c3ccc4c(c3)OCO4)=NS(=O)(=O)N2C)cc1	-21%	2.0%	18%	3%	x	u	-21%	-30%	x
45	O=S(=O)(c1ccc(Br)s1)N1CCN(c2ccccc2)CC1	2%	-0.9%	-10%	-22%	0%	i	-38%	-19%	1%
46	CCCc1cc(C(=O)Nc2nccs2)cs1	30%[activator]	12%	u	-10%	2%	i	-26%	u	0%
47	CC1(C)C(=O)C=CC(=O)C(C)(C)C(=O)C=CC(=O)C(C)(C)C2=CC=C(O2)C(C)(C)C(=O)C=CC1=O	25µM*	u	-25%	-8%	-2%	x	-15%	-6%	7.3µM*
48	CCOC(=O)c1cccc(NC(=O)Nc2cc(OC)ccc2OC)c1	5%	2.7%	21µM*	-8%	-19%	i	-27%	4%	u
49	CCCCN(Cc1ccccc1)C(=O)C1CCC(=O)N(CCc2ccccn2)C1 (configuration not stated)	2%	-0.9%	0%	-5%	14%	i	4%	-12%	0%
50	CCC(C)NC(=O)Cn1cc(S(=O)(=O)N2CCN(c3ccccc3F)CC2)c2ccccc2c1=O (configuration not stated)	-18%	0.0%	-11%	-10%	-9%	i	1%	-9%	27%
51	Cc1ccc(S(=O)(=O)C2(S(=O)(=O)c3ccc(C)cc3)CCCC2)cc1	-27%	-0.7%	u	-21%	0%	u	-28%	-8%	8.2µM*
52	CCOC(=O)CSc1nc2sc3c(c2c(=O)[nH]1)CCCC3	-30%	-0.2%	1%	-8%	-1%	i	2%	7%	-1%
53	C[n+]1ccccc1/C=C/c1ccccc1Cl	-10%	22%	26%	-11%	7%	i	-6%	10%	16%
54	COc1ccc2nc(NCCCNC(=O)c3cc(OC)c(OC)c(OC)c3)c(C#N)cc2c1	3%	0.1%	-26%	x	-1%	x	-16%	-15%	17%
55	CC(C)OCCCNC(=O)CNC(=O)c1ccc(Cl)c(Cl)c1	-10%	0.1%	u	-1%	-8%	i	1%	10%	8%

Bioassay records from PubChem.

These rows are one share of the data, so the mix of outcomes need not match the whole.
